MKP-1 inh – inhibitors of human MKP-1 phosphatase. recombinant MKP-1, OMFP hydrolysis fluorescence. 65,000 compounds, 0.15% hits. P28562. inhibition, %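 (compounds tested at a single concentration somewhere between 10 and 100 µM)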;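 active means inhibition above about 50%, limit read from the data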;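 further: 0% = DMSO max control wells and 100% = wells with enzyme stopped by NaOH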
Target sequence (P28562 whole entry, looked up): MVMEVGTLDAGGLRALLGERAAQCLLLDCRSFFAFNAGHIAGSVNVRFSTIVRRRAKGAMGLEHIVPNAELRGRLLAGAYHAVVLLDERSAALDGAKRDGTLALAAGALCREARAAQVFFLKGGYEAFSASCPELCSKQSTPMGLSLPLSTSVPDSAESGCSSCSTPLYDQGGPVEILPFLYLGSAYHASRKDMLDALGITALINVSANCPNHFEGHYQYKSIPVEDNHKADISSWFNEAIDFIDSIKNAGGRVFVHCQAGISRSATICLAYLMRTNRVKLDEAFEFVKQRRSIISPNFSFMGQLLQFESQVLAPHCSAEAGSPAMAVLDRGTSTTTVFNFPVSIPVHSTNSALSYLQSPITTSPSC
Autofluor 339 – intrinsic fluorescence of library compounds, ex339/em460 – biochemical, MLSMR library, data from DPM-DC assay, artefact control, profiling panel; compound autofluorescence, ex339/em460 nm, NADH buffer; stronger effect = higher value; 1 = no-compound wells, NADH background; fluorescence fold increase at 10 µM; 65,000 compounds, 5.5% hits; AID 709;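 active means at 10 µM, mean starting fluorescence two-fold or more over control wells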;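 further: signal is the first read of a kinetic run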
Abs 340nm – compounds absorbing at 340 nm. 65,000 tested, under 10 active. compound absorbance at 340 nm, fold over control. AID 708. fold change at 10 µM;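 active means at 10 µM dose, initial 340 nm absorbance at least 2 fold that of control wells; inactive means change under 2 fold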;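 further: initial absorbance extrapolated from kinetic A340 decline of NADH oxidation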
Cdc25B inh – human M-phase inducer phosphatase 2 inhibition; P30305; recombinant Cdc25B, OMFP fluorescence Ex485/Em525; inhibition, %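 (compounds tested at 10 µM final in the well)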; 65,000 compounds, 0.1% hits; AID 368; in the data active means inhibition above about 50%
Target sequence (P30305 whole entry, looked up): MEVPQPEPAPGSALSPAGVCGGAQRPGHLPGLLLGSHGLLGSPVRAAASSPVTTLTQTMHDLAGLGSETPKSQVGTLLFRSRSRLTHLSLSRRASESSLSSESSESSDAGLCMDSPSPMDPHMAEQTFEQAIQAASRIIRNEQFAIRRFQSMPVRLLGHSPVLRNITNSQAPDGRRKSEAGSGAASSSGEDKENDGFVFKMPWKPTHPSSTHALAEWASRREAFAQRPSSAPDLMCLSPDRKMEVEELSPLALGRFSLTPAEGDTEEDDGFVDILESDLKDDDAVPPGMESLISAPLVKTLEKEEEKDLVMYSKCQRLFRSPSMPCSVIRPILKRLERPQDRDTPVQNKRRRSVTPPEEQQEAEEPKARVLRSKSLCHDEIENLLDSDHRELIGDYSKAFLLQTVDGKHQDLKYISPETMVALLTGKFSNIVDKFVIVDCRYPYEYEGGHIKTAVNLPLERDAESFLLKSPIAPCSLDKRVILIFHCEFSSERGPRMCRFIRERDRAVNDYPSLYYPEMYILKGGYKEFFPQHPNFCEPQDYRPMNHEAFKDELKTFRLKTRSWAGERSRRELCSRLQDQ
ROCK2 blocker – blocks human Rho kinase 2 activity; O75116; purified ROCK2, Kinase-Glo ATP depletion luminescence; 60,000 compounds, 0.35% hits; inhibition, % at 6 µM; AID 604;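 active means inhibition above the screen-wide mean inhibition plus 3 SD, cut at about 18% in these data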;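 further: plate controls were DMSO wells for no effect and Y-27632 control wells after no-enzyme background subtraction for full effect; many of its hits are not listed in these tables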
Hsp90 inh – displaces geldanamycin probe from tumor Hsp90; P07900; NCI-N417 lysate Hsp90, Cy3B-geldanamycin FP displacement; AID 429; inhibition, % at 30 µM; 64,000 compounds, 0.35% hits;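 active means inhibition above 50%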;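 further: 0% = tracer plus lysate wells and 100% = tracer alone without lysate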
JNK3 inh – inhibitors of human JNK3 kinase; P53779; purified JNK3 kinase activity, HTS; inhibition, % at 8 µM; 60,000 compounds, 0.61% hits; in the data active means inhibition above about 17%;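 further: 0% = DMSO and 100% = reference inhibitor; many of its hits are not listed in these tables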
Her2 expr inh – inhibitors of human Her2 kinase expression | AID 645 | 65,000 compounds, 0.69% hits | P04626 | SKBR-3 HER2 protein level, AlphaScreen, 18-24 h; stronger effect = lower value | HER2 level % of control, % at 10 µM;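 active means HER2 level under 5% of the carrier-only control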;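 further: 100% = DMSO carrier and 0% = 500 nM PU-H71 HSP90 inhibitor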
PKA kinase inh – blocks human protein kinase A activity. AID 524. 65,000 compounds, 0.1% hits. PKA Kemptide phosphorylation, Kinase-Glo ATP luminescence. inhibition, % at 6 µM;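 active means inhibition above the screen-wide mean inhibition plus 3 SD, cut at about 21% in these data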; further: many of its hits are not listed in these tables
* marks the source's active call; other numbers are inactive results; . = not tested or not shown. This is a subset; the hit share may differ from the screen's.

SMILES	MKP-1 inh	Autofluor 339	Abs 340nm	Cdc25B inh	ROCK2 blocker	Hsp90 inh	JNK3 inh	Her2 expr inh	PKA kinase inh
Brc1ccc(-c2nn3c(-c4ccccn4)nnc3s2)o1	3	1.4	1.1	-14	-4	-10	1	91	-13
N#Cc1nc(COc2ccccc2)oc1NCCCn1ccnc1	-12	1.1	0.99	-1	5	1	10	139	8
O=C1c2cccnc2C(O)N1Cc1ccccc1 (stereo not drawn)	6	1.1	1	-4	5	-4	4	77	8
COC(=O)C1=C(C)Nc2ncnn2C1c1ccc(C)o1 (stereo not drawn)	-8	1	0.99	-21	6	-2	1	69	7
CCOc1ccc(N2CC(C(=O)NCc3cccc(C)c3)CC2=O)cc1 (stereo not drawn)	5	0.84	1	-6	6	-4	1	81	8
O=C1CC(c2ccco2)CC(O)=C1C=NCC1CCNCC1 (stereo not drawn)	8	1	1	-7	1	-4	1	102	3
CCOc1ccc(N2C(=O)CC(N3CCC(NC(=O)Nc4ccccc4)CC3)C2=O)cc1 (stereo not drawn)	4	1.1	1	-16	0	2	-4	93	1
Cn1cccc1Cc1nnc(SCC(=O)NCc2ccco2)n1CCc1ccccc1	5	1.1	1	-8	-2	-2	-5	45	-7
CCOC(=O)c1cc2c(=O)n3cccc(C)c3nc2n(Cc2ccccc2Cl)c1=N	-6	1.9	1	2	-1	-8	-3	102	6
O=C(C(c1ccccc1)c1ccccc1)N1CCOCC1	1	1.1	1	2	1	-1	3	89	4
CCOC(=O)C1(C(=O)OCC)C(c2ccccc2)CC(O)N1C(C)=O (stereo not drawn)	-7	1	1	12	4	0	3	178	-2
CC(=O)c1ccc(NC2c3ncccc3C(=O)N2Cc2ccc(F)cc2)cc1 (stereo not drawn)	12	1	1.1	-19	10	2	-4	60	13
O=C1C2C3CCCC3=C3CCCC3C2C(=O)N1c1cccc(Cl)c1 (stereo not drawn)	2	1	1	-4	6	-3	-3	107	5
COc1cc(N2CCOCC2)ncn1	6	1.1	0.99	-6	5	1	2	96	3
O=c1c2ccccc2nnn1CSc1nnc(COc2ccc(Cl)cc2)n1Cc1ccco1	23	1.1	0.99	-14	3	-3	0	77	6
Cc1ccccc1C1CC(=O)NC2=C1C(=O)CCC2 (stereo not drawn)	-19	1.1	0.97	-1	2	1	1	101	5
CCOC(=O)c1[nH]c2ccc(Br)cc2c1NC(=O)CCN1CCCCC1	23	1.2	1.1	-3	3	-4	2	77	-9
O=C(CSc1nnc(Cc2ccccc2)o1)N1CCCc2ccccc21	14	1.1	1	-8	4	0	2	76	10
Cc1ccc(-n2c3c(cc(C(=O)NC4CCSC4=O)c2=O)C(=O)CC(C)(C)C3)cc1 (stereo not drawn)	10	1.4	1	-18	.	-2	.	.	.
CCOc1ccc(OCC)c(NC(=O)CN2CCC(NC(=O)c3cccc(F)c3)CC2)c1	3	1.1	1	-19	.	.	.	.	6
O=C(NCc1cccnc1)C1CCN(S(=O)(=O)c2cccnc2)CC1	13	1.1	1.1	5	.	-2	.	122	-3
Cc1ccc(C2c3c(oc4cc(C)c(C)cc4c3=O)C(=O)N2CCCN2CCOCC2)cc1 (stereo not drawn)	3	1.1	1.1	-12	2	1	9	80	3
CN(C)c1ccc(C2OC(=O)C3(CCCC3)C(=O)C2(C)C)cc1 (stereo not drawn)	2	1.1	1.1	-5	0	-3	-7	60	-4
C=CCn1c(N2CCCCCC2)nc2c1c(=O)n(C)c(=O)n2C	-8	1.1	1	7	1	0	3	88	4
O=C(O)c1cc(-c2ccccn2)n[nH]1	23	1.1	0.97	1	9	-3	-1	101	2
More entries
SMILES	MKP-1 inh	Autofluor 339	Abs 340nm	Cdc25B inh	ROCK2 blocker	Hsp90 inh	JNK3 inh	Her2 expr inh	PKA kinase inh
O=C(Cn1cc(C(=O)COc2ccccc2)c2ccccc21)NCc1ccco1	-5	1.1	0.98	-7	6	-13	-2	66	11
CC1=CS/C(=C(/C#N)C(=O)N2CCCCC2)N1c1ccccc1	5	1	1.2	-7	2	0	4	102	0
COc1ccc(/C(O)=C2/C(=O)C(=O)N(CCN(C)C)C2c2ccc(C)cc2)cc1Cl (stereo not drawn)	-4	1.1	1.1	5	-2	-1	-5	109	7
N#CC1=C2SCN(Cc3ccco3)CN2C(=O)CC1c1c(F)cccc1Cl (stereo not drawn)	2	1	1.1	-10	7	-3	1	145	8
CC(C)(C)NC(=O)C(Cc1ccccc1)NS(=O)(=O)c1ccc2c(c1)CCC(=O)N2 (stereo not drawn)	-1	0.99	1	-10	11	-6	7	83	14
CS(=O)(=O)N1CCc2cc(C(=O)O)ccc21	4	1	0.99	-5	7	-8	0	99	6
O=C(Nc1ccc2c(c1)OCO2)C1CCN(S(=O)(=O)c2cccs2)CC1	19	1.1	1	-6	.	-3	.	119	4
COc1ccccc1Oc1ccc(S(=O)(=O)N2CCCC2)cc1	9	1.1	1	-33	6	-1	0	112	2
COc1ccc(C(C(=O)NC2CCCC2)N2CCc3ccccc32)cc1 (stereo not drawn)	10	1.1	1.1	-5	-1	-4	-1	86	6
CN(C)CCNc1nc(-c2ccco2)c2c(c1C#N)CC(C)(C)OC2	-16	2.2*	1.1	-32	6	-8	0	110	6
CCOc1ccccc1N(C(=O)CNC(=O)c1ccco1)C(C(=O)NC1CCCC1)c1cccnc1 (stereo not drawn)	-26	1.1	1	2	6	-1	5	105	10
C=CCOc1cccc(C2/C(=C(/O)c3ccc(C)cc3)C(=O)C(=O)N2CCN2CCOCC2)c1 (stereo not drawn)	2	1.1	1.1	6	-1	-5	-3	100	-2
CCC(=O)N1CCc2cc(S(=O)(=O)NCCN3CCCCC3CC)ccc21 (stereo not drawn)	-7	1.1	1	-10	.	-5	.	100	5
O=C(CCC(=O)c1cccs1)Nc1ccccc1F	-5	0.98	1	-12	4	-1	-1	82	5
Nc1ccc(S(=O)(=O)Nc2ncccn2)cc1	-16	1	0.98	-12	3	-3	5	91	-5
O=C1C(=O)N(CCCn2ccnc2)C(c2cccnc2)/C1=C(/O)c1ccc(Cl)cc1 (stereo not drawn)	2	1	1.1	-5	1	-6	-6	102	0
CCn1c(N)c(C(=O)N2CCOCC2)sc1=S	-2	1.1	1.1	5	7	0	4	96	9
Cc1cc(=O)oc2cc(OCCSCCN3CCOCC3)ccc12	-18	1.4	1.1	-7	3	1	-5	90	6
COc1ccc(N2CCN(C(c3ccccc3)c3sc4nc(C)nn4c3O)CC2)cc1 (stereo not drawn)	7	1	0.99	-5	2	-2	-4	94	2
O=C(CSc1nnc(-c2ccccc2)n1Cc1ccco1)Nc1ccc2c(c1)OCCO2	-9	1.1	1	1	-2	1	-8	95	-4
CN1CCN(C(=O)N2c3ccccc3C=Cc3ccccc32)CC1	10	1.1	1.1	-2	-5	2	-10	88	-10
O=c1oc2ccccc2n1CSC1=NCCS1	24	1.1	1	0	-7	1	-2	128	-13
COCCn1nnnc1CN1C2CCCC1CC(NC(C)=O)C2 (stereo not drawn)	6	1.1	1	-7	.	0	.	87	6
CC(C)(C)OC(=O)N1CC2Cc3[nH]c(=O)ccc3C(C2)C1 (stereo not drawn)	27	1.1	1	1	-2	-6	-13	79	3
CC(Nc1nc(N2CCN(S(C)(=O)=O)CC2)nc2ccccc12)c1ccccc1 (stereo not drawn)	27	2.1*	1.1	-2	0	0	2	103	0

The final two entries of the section before lead into the next.
SMILES	MKP-1 inh	Autofluor 339	Abs 340nm	Cdc25B inh	ROCK2 blocker	Hsp90 inh	JNK3 inh	Her2 expr inh	PKA kinase inh
CC(C)(C)OC(=O)N1CC2Cc3[nH]c(=O)ccc3C(C2)C1 (stereo not drawn)	27	1.1	1	1	-2	-6	-13	79	3
CC(Nc1nc(N2CCN(S(C)(=O)=O)CC2)nc2ccccc12)c1ccccc1 (stereo not drawn)	27	2.1*	1.1	-2	0	0	2	103	0
C=CCSc1nc2ccccc2c(=O)[nH]1	-3	1	1.1	-37	2	1	-2	79	5
Cc1cc(C)n(-c2nnc(C)n2/N=C/c2ccccc2F)n1	-11	1	0.98	-10	9	1	-3	121	5
O=C(c1ccc(F)cc1)c1cc2ccccc2o1	3	1.1	1.1	1	-3	0	4	.	0
CCc1cc2c(NCC3CCCO3)ncnc2s1 (stereo not drawn)	2	1.1	1	0	.	.	.	102	4
COc1ccccc1C1CC(c2ccc(F)cc2)Nc2ncnn21 (stereo not drawn)	5	0.97	1.1	-6	2	-2	0	102	-2
CCN(CC)C(=O)C1CCCN(Cc2ccc(F)c(F)c2)C1 (stereo not drawn)	2	1.1	1	-7	-4	-4	-3	100	5
Cc1cccc(-n2ccnc2SCC(=O)Nc2ccc3c(c2)OCCO3)c1	37	1.1	0.99	7	0	1	7	89	2
Cn1c(=NC(=O)C2CC2)sc2cccc(F)c21	3	1.1	1	-10	2	-1	1	80	13

3 entries from above, sorted by count of non-hydrogen atoms, descending:
SMILES	MKP-1 inh	Autofluor 339	Abs 340nm	Cdc25B inh	ROCK2 blocker	Hsp90 inh	JNK3 inh	Her2 expr inh	PKA kinase inh
COc1ccccc1C1CC(c2ccc(F)cc2)Nc2ncnn21 (stereo not drawn)	5	0.97	1.1	-6	2	-2	0	102	-2
O=C(c1ccc(F)cc1)c1cc2ccccc2o1	3	1.1	1.1	1	-3	0	4	.	0
Cn1c(=NC(=O)C2CC2)sc2cccc(F)c21	3	1.1	1	-10	2	-1	1	80	13

Autofluor 339: entries above that show a hit
Compound,MKP-1 inh,Autofluor 339,Abs 340nm,Cdc25B inh,ROCK2 blocker,JNK3 inh,Her2 expr inh,PKA kinase inh
CN(C)CCNc1nc(-c2ccco2)c2c(c1C#N)CC(C)(C)OC2,-16,2.2*,1.1,-32,6,0,110,6
CC(Nc1nc(N2CCN(S(C)(=O)=O)CC2)nc2ccccc12)c1ccccc1 (stereo not drawn),27,2.1*,1.1,-2,0,2,103,0
